E coli Lon inh – inhibitors of E. coli Lon protease; P0A9M0; purified E. coli Lon protease, fluorescence polarization; inhibition, % at 7.94 µM; 360,000 compounds, 0.42% hits; AID 602123; in the data active = inhibition above about 13%, passing the limit was not always enough;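 note: 0% = enzyme with probe and DMSO and 100% = no enzyme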
CSN inh – blocks human CSN-mediated cullin deneddylation; Purified CSN, SCF-Nedd8-OG deneddylation, fluorescence polarization; inhibition, % at 12.5 µM; 360,000 compounds, 0.38% hits;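 active = pattern-corrected inhibition above about 35%, with an unprinted fluorescence ratio check between 0.5 and 1.5, limit read from the data, passing the limit was not always enough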;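 note: 0% = enzyme with substrate and 100% = substrate without enzyme; some results filed as inactive read as strong as hits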
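Schedule: reaction 90 min, room temperature / Assay system: HEK293T-derived human Csn5 enzyme / Input: Csn5 at 0.24 nM final / Measure: inhibition of Csn5 cleavage, % / Control set: substrate-only high control, full reaction low control / Technique: fluorescence polarization of the substrate / Buffer or medium: Tris/NaCl/DTT buffer, pH 7.5 / Reagent: SCFSkp2-Nedd8OG substrate at 10 nM final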
MsrA act – activates bovine MsrA enzyme | 360,000 compounds, 0.3% hits | activation, % at 10.6 µM | AID 602163 | purified bovine MsrA, absorbance read-out; in the data active = activation above about 7.5%;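 note: 0% = vehicle and 100% = reference activator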
MsrA inhibitor – inhibits bovine methionine sulfoxide reductase A; purified bovine MsrA, absorbance read-out; inhibition, % at 15.5 µM; 360,000 compounds, 0.75% hits; in the data active = inhibition above about 4.5%;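 note: 0% = vehicle wells with enzyme and 100% = reference inhibitor wells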
FAS-TE inh – inhibitors of human fatty acid synthase thioesterase domain | 360,000 compounds, 0.67% hits | inhibition, % at 15 µM | AID 602261 | P49327 | recombinant FAS-TE, OMFH fluorogenic substrate, fluorescence endpoint;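 active = compounds whose normalised, plate-corrected inhibition of enzyme fluorescence in the single-dose primary screen is 50% or more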;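 note: 0% = DMSO with enzyme and 100% = substrate without enzyme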
Target sequence (P49327 whole entry, looked up, the tested form may be a part): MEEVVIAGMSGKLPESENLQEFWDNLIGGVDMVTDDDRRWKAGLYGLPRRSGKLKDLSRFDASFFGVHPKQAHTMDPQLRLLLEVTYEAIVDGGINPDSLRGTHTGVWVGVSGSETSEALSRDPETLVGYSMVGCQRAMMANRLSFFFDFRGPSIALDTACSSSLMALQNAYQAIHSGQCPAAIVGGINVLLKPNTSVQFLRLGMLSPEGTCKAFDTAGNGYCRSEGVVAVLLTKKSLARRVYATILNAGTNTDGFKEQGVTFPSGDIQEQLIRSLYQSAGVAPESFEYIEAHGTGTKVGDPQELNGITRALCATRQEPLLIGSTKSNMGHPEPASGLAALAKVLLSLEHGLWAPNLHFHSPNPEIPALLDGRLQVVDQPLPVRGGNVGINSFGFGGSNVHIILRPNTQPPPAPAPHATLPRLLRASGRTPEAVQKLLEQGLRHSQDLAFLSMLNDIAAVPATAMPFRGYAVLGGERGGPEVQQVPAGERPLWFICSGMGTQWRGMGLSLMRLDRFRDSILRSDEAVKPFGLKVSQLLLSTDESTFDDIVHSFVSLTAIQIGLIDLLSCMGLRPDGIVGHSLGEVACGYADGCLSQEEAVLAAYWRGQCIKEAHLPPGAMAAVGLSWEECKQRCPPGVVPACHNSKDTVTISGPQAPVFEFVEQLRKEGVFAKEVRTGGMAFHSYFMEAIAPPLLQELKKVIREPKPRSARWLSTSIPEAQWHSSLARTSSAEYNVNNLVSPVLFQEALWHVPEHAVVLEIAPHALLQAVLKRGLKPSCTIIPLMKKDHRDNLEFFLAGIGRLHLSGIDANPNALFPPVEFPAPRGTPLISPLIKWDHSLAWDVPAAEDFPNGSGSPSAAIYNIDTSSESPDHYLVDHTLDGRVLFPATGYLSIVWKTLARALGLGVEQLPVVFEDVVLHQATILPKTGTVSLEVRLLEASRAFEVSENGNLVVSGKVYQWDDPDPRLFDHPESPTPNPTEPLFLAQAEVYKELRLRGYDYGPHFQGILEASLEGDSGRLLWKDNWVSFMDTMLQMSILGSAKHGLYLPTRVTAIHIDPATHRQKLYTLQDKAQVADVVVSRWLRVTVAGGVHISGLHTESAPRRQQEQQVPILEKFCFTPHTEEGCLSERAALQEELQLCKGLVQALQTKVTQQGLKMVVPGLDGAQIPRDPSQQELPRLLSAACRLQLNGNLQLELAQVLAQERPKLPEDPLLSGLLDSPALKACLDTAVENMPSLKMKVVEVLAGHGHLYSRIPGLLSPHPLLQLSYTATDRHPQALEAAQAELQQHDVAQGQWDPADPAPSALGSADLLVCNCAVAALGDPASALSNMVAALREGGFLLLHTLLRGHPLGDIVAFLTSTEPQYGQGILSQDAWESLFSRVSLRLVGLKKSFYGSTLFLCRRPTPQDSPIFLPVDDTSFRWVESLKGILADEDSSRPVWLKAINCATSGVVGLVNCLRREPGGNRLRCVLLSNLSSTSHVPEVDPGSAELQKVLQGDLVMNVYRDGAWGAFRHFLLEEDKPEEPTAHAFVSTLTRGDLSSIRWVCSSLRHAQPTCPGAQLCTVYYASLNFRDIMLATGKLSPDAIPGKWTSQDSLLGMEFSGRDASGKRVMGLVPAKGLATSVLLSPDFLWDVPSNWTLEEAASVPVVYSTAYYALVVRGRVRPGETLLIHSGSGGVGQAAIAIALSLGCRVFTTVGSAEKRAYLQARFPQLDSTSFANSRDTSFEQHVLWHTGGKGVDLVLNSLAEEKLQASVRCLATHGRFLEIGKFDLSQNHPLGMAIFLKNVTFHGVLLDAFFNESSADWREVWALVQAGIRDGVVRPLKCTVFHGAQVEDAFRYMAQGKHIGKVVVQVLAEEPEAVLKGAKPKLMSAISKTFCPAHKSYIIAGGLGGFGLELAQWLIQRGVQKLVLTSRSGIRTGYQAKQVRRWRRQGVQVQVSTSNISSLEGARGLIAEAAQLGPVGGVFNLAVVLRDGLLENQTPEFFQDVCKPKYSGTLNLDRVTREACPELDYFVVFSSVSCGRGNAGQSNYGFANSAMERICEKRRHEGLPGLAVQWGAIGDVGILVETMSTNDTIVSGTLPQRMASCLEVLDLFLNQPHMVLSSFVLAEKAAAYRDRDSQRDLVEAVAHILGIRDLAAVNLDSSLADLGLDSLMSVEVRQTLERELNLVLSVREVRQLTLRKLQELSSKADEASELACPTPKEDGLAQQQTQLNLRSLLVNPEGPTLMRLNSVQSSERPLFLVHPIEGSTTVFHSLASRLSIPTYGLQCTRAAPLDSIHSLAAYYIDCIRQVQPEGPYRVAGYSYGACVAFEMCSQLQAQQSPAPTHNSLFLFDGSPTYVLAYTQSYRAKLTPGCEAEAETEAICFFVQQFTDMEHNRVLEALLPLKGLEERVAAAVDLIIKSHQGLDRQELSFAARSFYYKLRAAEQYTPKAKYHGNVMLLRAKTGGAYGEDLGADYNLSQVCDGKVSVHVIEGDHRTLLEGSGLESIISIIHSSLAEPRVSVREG
Rin1 Abl inh – human Rin1-Abl interaction inhibition | P00519+Q13671 | TR-FRET Rin1/Abl binding, biochemical | inhibition, % at 7.35 µM | 360,000 compounds, 0.4% hits | AID 588664; in the data active = inhibition above about 5%, passing the limit was not always enough
Neddylation inh – inhibitors of human cullin neddylation; P61081+Q13564; TR-FRET cullin neddylation, biochemical; calls only at 25 µM; 360,000 compounds, 0.58% hits; AID 651699; in the data active = inhibition above about 36%
MLLE-PAM2 inh – inhibitors of microRNA-mediated deadenylation, human PABP1 MLLE binding; P11940; 360,000 compounds, 0.36% hits; AID 588489; GST-MLLE / FITC-PAM2 fluorescence polarization; inhibition, % at 20 µM; in the data active = inhibition above about 35%, passing the limit was not always enough;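 note: plate controls were DMSO wells with GST-MLLE for no effect and wells lacking GST-MLLE protein for full effect; some results filed as inactive read as strong as hits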
Tb MetRS inh – blocks T. brucei methionyl-tRNA synthetase activity. purified T. brucei MetRS, ATP depletion, Kinase-Glo luminescence. inhibition, % at 11.9 µM. 360,000 compounds, 0.4% hits. AID 624268;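 active = inhibition above a per-plate cutoff of the control wells' mean inhibition plus 3 SD, cut at about 5.5% in these data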;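 note: 0% = DMSO wells median and 100% = median of wells with control inhibitor compound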
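Material – parasite MetRS enzyme · Medium – HEPES-MgCl2-KCl buffer plus DTT, spermine, BSA, pyrophosphatase · Reagent – ATP, methionine and E. coli bulk tRNA substrates · Times – 15 min enzyme-compound preincubation, 2 h reaction, 10 min detection, 25 °C · Measured by – luminescence of leftover ATP · Evaluation – percent inhibition relative to median high and low control wells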
The depositor's hits bear a star; i = inactive; nt = not tested or not shown; + = active, no number.

SMILES	E coli Lon inh	CSN inh	MsrA act	MsrA inhibitor	FAS-TE inh	Rin1 Abl inh	Neddylation inh	MLLE-PAM2 inh	Tb MetRS inh
CCN(CC)C(=O)Cn1cc(S(=O)(=O)CC(=O)Nc2ccc3c(c2)OCCO3)c2ccccc21	5	-3	-3	-0.3	-4	1	i	2	0.0
COCC(C)NC(=O)Cc1ccc(Cl)cc1 (centres undefined)	-4	-7	-4	0.6	-9	5	i	4	0.1
Oc1ccccc1CNCc1ccccc1	-4	1	-3	-1.0	-6	1	i	7	-0.5
COC(=O)[C@H]1[C@H](c2ccccc2)[C@H](C(=O)OC)O[C@H]1c1ccccc1	7	0	-1	-1.3	-2	5	i	3	0.2
C=CCn1c(SCC(=O)c2cccs2)nc2sc(C)cc2c1=O	0	3	-3	1.0	20	3	i	2	-0.2
COc1ccc(C2CC(c3ccccc3)=NN2S(=O)(=O)c2ccc(C)cc2)c(OC)c1 (centres undefined)	0	21	-2	2.0	58*	4	i	-56	0.1
O=C(NNc1ccccn1)C(=O)NNS(=O)(=O)c1ccc(F)cc1	-5	4	-10	0.3	-5	-1	i	7	-0.9
O=C(c1ccc(NS(=O)(=O)c2cccs2)cc1)N1CCN(c2ccccc2Cl)CC1	3	-1	-3	0.9	7	0	i	-6	0.2
COc1ccc(C2=NN(C(=O)CSc3nc4ccccc4s3)C(c3ccc(OC)cc3)C2)cc1 (centres undefined)	8	4	-3	3.0	39	0	i	-7	-0.5
Cc1ccc(OCc2nnn(CC(=O)NS(=O)(=O)c3c(C)noc3C)c2-c2ccccc2)cc1	-2	-5	-2	-0.4	0	-1	i	2	-0.3
C[C@@]12CCC3[C@@](CCC4[C@@]3(C)CCC[C@@]4(C)C(=O)O)(CC1=O)C2 (some centres undefined)	5	2	-13	-0.3	-8	2	i	1	-0.6
Cc1[nH]c2ccc(F)cc2c1CCN1C(=O)OC(C)(C)C1(C)O (centres undefined)	-2	3	-5	0.4	-1	-3	i	-7	-0.7
O=C(O)C1CC=CCC1C(=O)Nc1ccccc1C(=O)N1CCN(c2ccccc2)CC1 (centres undefined)	-4	1	-10	-1.3	-7	1	i	7	-1.4
Cc1cccc(C(=O)NCC(=O)NCC(c2cccs2)N2CCOCC2)c1 (centres undefined)	-4	-1	-6	-0.1	-6	1	i	-3	-0.4
O=C(ONC(=O)C1C2C=CC(C2)C1C(=O)NOC(=O)c1ccccc1)c1ccccc1 (centres undefined)	2	5	-2	-0.3	-7	2	i	-1	-0.1
CCCNC(=O)C1(CC2CC(c3ccccc3)=NO2)CCNCC1 (centres undefined)	3	1	-2	-0.9	-8	2	i	-4	0.3
CC(C)(C)NC(=O)CN(Cc1cccs1)C(=O)CCC(=O)Nc1nccs1	7	0	-8	-1.1	-9	3	i	3	-0.9
O=C(CSc1nnc2ncccn12)Nc1cccc2ccccc12	-3	-5	-8	-0.9	-3	-2	i	1	-0.9
CC(NC(=O)CSc1ncnc2nc[nH]c12)c1ccccc1 (centres undefined)	-4	0	-3	-1.2	-6	0	i	-4	-0.5
O=C(NCc1ccc(Cl)cc1)C1CCCN1C(=O)Nc1ccc(F)cc1 (centres undefined)	11	3	-7	-0.2	1	0	i	-10	0.7
C=CCNC(=O)C1CCC(CNc2nc(=S)[nH]c3ccccc23)CC1 (centres undefined)	-7	4	-1	1.8	1	4	i	-47	5.2
CC(C)CC(=O)Nc1ccc2nn(-c3ccccc3)nc2c1	0	1	-4	2.3	13	-1	nt	-13	0.8
COc1ccc(CC(=O)NCC2(c3ccc(OC)c(OC)c3)CCCC2)cc1	0	5	0	-0.6	-6	-1	i	14	0.0
Cc1nn(CC(=O)Nc2cccc(C(F)(F)F)c2)c(=O)c2cccn12	4	1	-3	0.2	0	-3	i	-12	1.7
FC(F)(F)c1cccc(/C=N/NC(=S)NC2CCCCC2)c1	-3	-3	1	2.1	5	1	i	4	-0.8

Full records as entered above. Values in the order: E coli Lon inh | CSN inh | MsrA act | MsrA inhibitor | FAS-TE inh | Rin1 Abl inh | Neddylation inh | MLLE-PAM2 inh | Tb MetRS inh
O=C(NCc1ccc(Cl)cc1)C1CCCN1C(=O)Nc1ccc(F)cc1 (centres undefined) in the list: 11 | 3 | -7 | -0.2 | 1 | 0 | i | -10 | 0.7
CC(NC(=O)CSc1ncnc2nc[nH]c12)c1ccccc1 (centres undefined) in the list: -4 | 0 | -3 | -1.2 | -6 | 0 | i | -4 | -0.5
O=C(O)C1CC=CCC1C(=O)Nc1ccccc1C(=O)N1CCN(c2ccccc2)CC1 (centres undefined) in the list: -4 | 1 | -10 | -1.3 | -7 | 1 | i | 7 | -1.4
C=CCn1c(SCC(=O)c2cccs2)nc2sc(C)cc2c1=O in the list: 0 | 3 | -3 | 1.0 | 20 | 3 | i | 2 | -0.2
CC(C)(C)NC(=O)CN(Cc1cccs1)C(=O)CCC(=O)Nc1nccs1 in the list: 7 | 0 | -8 | -1.1 | -9 | 3 | i | 3 | -0.9

Continuation:
SMILES	E coli Lon inh	CSN inh	MsrA act	MsrA inhibitor	FAS-TE inh	Rin1 Abl inh	Neddylation inh	MLLE-PAM2 inh	Tb MetRS inh
COc1ccccc1C(=O)NC(=O)Cn1nc(C)c([N+](=O)[O-])c1C	-8	-2	-2	-0.6	0	1	i	-7	0.0
CCCN(CCC)c1nc(Cl)nc(NCCN2CCOCC2)n1	-7	1	1	-0.1	-1	2	i	5	-0.4
Cc1cccc(C(C)C)c1NC(=O)COC(=O)C1CC(=O)N(Cc2ccccc2)C1 (centres undefined)	1	-3	-2	-0.2	-10	0	i	-7	-0.1
CCSc1nnc(NC(=O)CSc2nnc(Cc3cccn3C)n2-c2ccc(C)cc2)s1	-5	0	-4	-0.7	-2	-1	i	-17	-0.9
CC(C)(C)c1ccc(/C=C(\C#N)C(=O)Nc2ccccn2)cc1	-5	5	-3	0.6	4	-2	i	-3	-0.8
CCN1CCN(c2ncc(C(=O)N3CCCc4ccccc43)c3ccccc23)CC1	-2	1	-3	2.5	-7	-2	i	-4	-0.3
CC(C)(C)NC(=O)C(c1cccs1)N(CC1CCCO1)C(=O)c1ccc(-c2ccccc2)[nH]1 (centres undefined)	-8	-19	-2	1.7	10	0	i	1	0.0
CCCN=C1N(C)C[C@@H]2[C@@H]3C(=O)N(Cc4ccccc4)C(=O)[C@@H]3[C@](C)(C(=O)OC)N12	1	2	-2	nt	-10	-5	i	4	-0.4
CCN(CC)c1ccc(/C=N/NC(=O)CNC(=O)c2cccnc2)cc1	5	-3	4	4.6*	-6	-1	i	-2	-0.8
N/C(COc1ccc(Cl)cc1Cl)=N\O	6	-2	-6	-1.4	-6	0	i	-4	0.8
CC1CCCCC1NC(=O)NC(=O)COC(=O)c1cncc(Br)c1 (centres undefined)	-2	-4	-2	0.5	2	3	i	4	-0.5
C/C=C\C(=O)Nc1cccc(C2=NOC3(C2)C[C@@H](C(N)=O)N(C(=O)COc2ccc(Cl)cc2)C3)c1 (some centres undefined)	-2	1	-3	-0.6	0	2	i	6	-0.2
CN(C[C@H](Cc1ccccc1)N(C[C@H](Cc1ccccc1)N(CCc1cc(C(F)(F)F)cc(C(F)(F)F)c1)N=O)N=O)N=O	12	-4	2	0.0	12	1	i	0	0.0
NC(=O)c1ccc(Oc2ccc3ccc(=O)oc3c2)c([N+](=O)[O-])c1	7	-2	-1	-0.4	5	2	i	-9	-0.1
CCc1ccccc1NC(=O)CN(C)C(=O)CSc1nnc(Nc2cccc(C)c2)s1	-6	2	-5	-1.0	1	1	i	-14	-0.4
CCNC(=S)NNC(=O)c1cc(-c2ccc(OC)cc2)nc2ccccc12	-4	-8	-3	3.7	2	-4	i	3	-5.4
O=C(OCn1nnc2ccccc2c1=O)c1ccc2ccccc2n1	-5	9	-4	0.6	-5	3	i	6	-0.3
C=C1CCN([C@@H](Cc2ccccc2)C(=O)NC2CCN(Cc3ccccc3)CC2)S(=O)(=O)c2ccccc21	9	2	1	-0.5	-1	-1	i	-9	-0.3
COc1ccc(CCNS(=O)(=O)c2ccc3c(c2)OCCO3)cc1	-7	-2	-5	-0.2	1	-1	i	2	-0.2
O=C(CSc1nnc(-c2csc3c2CCCC3)o1)Nc1ccccc1	-7	-1	0	-0.3	-2	4	i	3	-0.8
COc1ccc(S(=O)(=O)N2CCCOC2CNC(=O)C(=O)NCCc2ccco2)cc1C (centres undefined)	-4	3	-4	0.6	2	-4	i	1	0.3
CCOC(=O)Nc1ccc2c(CNC(C)c3ccccc3OC)cc(=O)oc2c1 (centres undefined)	-3	0	-1	0.8	0	-1	nt	-1	-1.0
COc1ccc(C(C)(O)c2nc(-c3cccc(C#N)c3)cs2)cc1 (centres undefined)	-13	3	-2	-0.3	12	1	i	5	-0.2
O=[N+]([O-])c1ccccc1S(=O)(=O)Oc1ccccc1/C=N/n1cnnc1	6	0	-2	2.3	-11	0	i	13	-0.5
Cc1nnc(SCC(=O)N2CCc3ccccc32)n1-c1ccccc1	3	5	-1	-0.6	-3	1	i	-4	-0.3

Among those listed so far, these contain an NH in an aromatic ring.
SMILES	E coli Lon inh	CSN inh	MsrA act	MsrA inhibitor	FAS-TE inh	Rin1 Abl inh	Neddylation inh	MLLE-PAM2 inh	Tb MetRS inh
Cc1[nH]c2ccc(F)cc2c1CCN1C(=O)OC(C)(C)C1(C)O (centres undefined)	-2	3	-5	0.4	-1	-3	i	-7	-0.7
CC(NC(=O)CSc1ncnc2nc[nH]c12)c1ccccc1 (centres undefined)	-4	0	-3	-1.2	-6	0	i	-4	-0.5
C=CCNC(=O)C1CCC(CNc2nc(=S)[nH]c3ccccc23)CC1 (centres undefined)	-7	4	-1	1.8	1	4	i	-47	5.2
CC(C)(C)NC(=O)C(c1cccs1)N(CC1CCCO1)C(=O)c1ccc(-c2ccccc2)[nH]1 (centres undefined)	-8	-19	-2	1.7	10	0	i	1	0.0

Continuation:
SMILES	E coli Lon inh	CSN inh	MsrA act	MsrA inhibitor	FAS-TE inh	Rin1 Abl inh	Neddylation inh	MLLE-PAM2 inh	Tb MetRS inh
CC(Cc1cccs1)NC(=O)Nc1cccc(Cl)c1 (centres undefined)	4	15	0	-1.0	11	0	i	-2	-0.5
CC(/C=C/c1ccc2c(c1)OCO2)=N/NC(=O)c1ccc(C)nc1	4	-5	-2	5.4*	-2	-3	i	10	-0.1
CC(C)(C)c1ccccc1NC(=O)c1cccnc1	9	-2	-8	-0.2	-7	5	i	-17	-1.2
O=C1C2C3C=CC(C4CC34)C2C(=O)N1c1ccc2c(c1)OCO2 (centres undefined)	-5	-2	-13	1.5	-4	1	i	-1	-2.5
CC(=O)N1CCN(C(=S)c2cccc([N+](=O)[O-])c2)CC1	-14	-9	-6	-0.2	-9	2	i	9	-1.1
Cc1[nH]c2ccc(C(=O)OC(C)C(=O)N(C)c3ccccc3)cc2c1C (centres undefined)	-10	0	-1	nt	9	-1	+	-21	-0.2
CN(Cc1ccccc1)S(=O)(=O)c1ccc2c(c1)OCCO2	-3	-3	-1	-0.9	14	0	i	-6	0.4

Screening data from PubChem.
